# 14-3-3 PPI = modulators of human 14-3-3 gamma - Raf peptide interaction | inhibition, % at 40 µM | 160,000 tested, 0.19% active | FP, 14-3-3gamma / TMR-pS259-Raf peptide binding | P61981 | AID 422; in the data active = inhibition above about 30%;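 note: 0% = protein plus tracer without compound and 100% = blank with tracer alone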
# Target sequence (P61981 whole entry, looked up): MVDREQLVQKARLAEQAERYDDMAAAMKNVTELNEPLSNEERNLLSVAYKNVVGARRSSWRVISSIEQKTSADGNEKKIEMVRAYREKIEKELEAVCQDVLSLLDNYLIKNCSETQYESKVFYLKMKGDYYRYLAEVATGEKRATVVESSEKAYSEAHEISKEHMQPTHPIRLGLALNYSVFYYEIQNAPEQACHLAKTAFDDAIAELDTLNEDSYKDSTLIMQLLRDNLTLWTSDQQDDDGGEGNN
# * hit, by the source's call; & = joins results of further samples. Not all compounds are listed; rates above refer to the full screens.
molecule | 14-3-3 PPI
COc1ccc(CNC(=O)CSc2ncnc3nc[nH]c23)cc1 | -8.9
COCCn1c(COc2ccc(Cl)cc2)nnc1SCC(N)=O | -0.2
CC[n+]1c(-c2ccc([N+](=O)[O-])cc2)csc1Nc1cccc2ccccc12 | -13.1
CN(CC(=O)NCc1ccc(F)cc1)S(=O)(=O)c1cccs1 | -10.3
Cc1ccc2c(CC(=O)O)cc(=O)oc2c1 | -7.0
COc1cc(C2C(C(=O)Nc3ccc(C)cn3)=C(C)NC3=C2C(=O)CC(C)(C)C3)ccc1O (centres undefined) | 1.4
CCC(C)NC(=O)c1cnn2c1NC(c1ccc(OC)cc1)CC2C(F)(F)F (centres undefined) | -2.9
CCN(CC)S(=O)(=O)c1ccc2c(c1)c(=O)c(C(=O)NCCOC)cn2C | -4.0
CCNc1nc(NC(C)C)nc(NS(=O)(=O)c2ccc(Cl)cc2)n1 | -2.7
O=c1oc2ccccc2cc1-c1ccc(N=Cc2cc(Cl)ccc2O)cc1 | 0.1
Cc1coc(C)c1C(=O)CC1(O)C(=O)N(CCc2ccccc2)c2ccccc21 (centres undefined) | -14.1
O=C(Nc1ccc(F)cc1)C1CC(=O)N(CCc2ccccc2)C(=Nc2ccc(F)cc2)S1 (centres undefined) | -4.6
COc1cccc(N(C(=O)Cn2nnc3ccccc32)C(C(=O)NCc2ccco2)c2cccnc2)c1 (centres undefined) | -5.0
CCN=C1SC(C(=O)Nc2ccc(Cl)c(Cl)c2)CC(=O)N1CC (centres undefined) | -1.1
COc1ccc(Nc2cc(C)nc3c(C)cccc23)cc1 | -6.0
COc1ccc(CCNc2ccc(C(=O)N3CC4CC(C3)c3cccc(=O)n3C4)cc2[N+](=O)[O-])cc1OC (centres undefined) | -4.6
Cc1ccccc1C(=O)C1C(c2ccccc2)C(C#N)(C#N)C2C=Cc3cc(Cl)ccc3N12 (centres undefined) | -146.1
CCN(CC)C1=C(N(C)c2ccccc2)C(=O)c2ccccc2C1=O | -7.5
c1ccc2sc3c(-c4ccncc4)sc4ccccc4[nH]c-3nc2c1 | -40.3
O=C(Nc1nnc(COc2ccc([N+](=O)[O-])cc2)s1)c1cccc2ccccc12 | -14.9
CC(C)(C)Nc1nc(C(N)=O)nc(N2CCOCC2)n1 | -5.6
CCC(=O)Nn1c(C)nnc1C | 2.5
COc1ccccc1C(=O)N1CCN(c2ccc([N+](=O)[O-])cc2Cl)CC1 | -11.3
CCOc1ccc(-c2nc3cc(NC(=O)c4ccccc4F)ccc3o2)cc1 | -64.6
Oc1ccc(N=Cc2ccc(O)c(O)c2)cc1 | 21.8
COc1cccc(NC(=O)n2nc(N)cc2-c2ccc(Cl)cc2)c1 | 2.3
Cc1ccc2c(c1)N(CC(=O)N1CCCCCC1)C(=O)CO2 | -7.1
CC1CCC2(CC1)NC(=O)N(Cc1nc(-c3ccccc3)no1)C2=O (centres undefined) | 5.5
COc1ccc(-c2nnn(CC(=O)Nc3ccc(OC(F)(F)Cl)cc3)n2)cc1OC | -1.6
CCCCCOC(=O)c1c(C)oc2ccc(NS(=O)(=O)c3ccc4ccccc4c3)cc12 | -15.9
CC(C)c1ccc(-c2csc(Nc3ccc(O)c(C(=O)O)c3)n2)cc1 | 7.8
CCCn1c(=O)c(C(=O)NCc2cccnc2)c(O)c2ccccc21 | -2.2
Cc1[nH]c2ccc(F)cc2c(=O)c1SC(F)(F)C(F)F | -3.5
COc1ccc(C(=O)OCCN2CCOCC2)cc1OC | -9.1
Nc1nnc(SCC(=O)Nc2ncc(Br)cc2Br)s1 | -45.1
CCCOc1ccc(N2C(=O)C3C4C=CC(O4)C3C2=O)cc1 (centres undefined) | -0.1
Cn1cc(CC(=O)NCC2(c3ccccc3)CCCC2)c2ccccc21 | -2.0
Cc1nc(C)n(C(C)CC(=O)O)n1 (centres undefined) | -8.3
COc1ccc(C2C(C(=O)c3ccco3)=C(O)C(=O)N2CCN2CCOCC2)c(OC)c1 (centres undefined) | 2.4
O=C(NC1CCCCC1)c1ccc(Cn2cc(Br)cn2)o1 | -2.1&-12.4
CCCOc1ccc(C=NC(C)c2ccccc2)c(O)c1 (centres undefined) | 2.8
O=C(Nc1ccccc1Cl)C12CC3CC(CC(C3)C1)C2 | 2.0
O=C1CSC(c2cccc([N+](=O)[O-])c2)N1c1ccc(Cl)cc1 (centres undefined) | 3.6
CCCNC(=O)c1cc(SC)ccc1Cl | 1.1
CCN1CCN(CCCNC(=O)COc2ccc3c(c2)C(=O)CC(C)(C)O3)CC1 | -7.2
Cc1ccc(C)c(NC(=O)CN(C)S(=O)(=O)c2ccc(F)cc2)c1 | 1.6
O=C1CC(c2cccc(Oc3ccccc3)c2)c2cc(Br)c3ccccc3c2N1 (centres undefined) | -11.4
O=c1c2ccccc2nnn1CSc1nnc(Nc2ccccc2)s1 | -5.9
O=C(Nc1sc2c(c1C(=O)N1CCOCC1)CCCCC2)c1cccs1 | 6.5
Cc1ccnc(SCCn2c(N3CCC(C)CC3)nc3c2c(=O)n(C)c(=O)n3C)n1 | -1.3

# Laid out differently: four of the compounds above
O=C1CSC(c2cccc([N+](=O)[O-])c2)N1c1ccc(Cl)cc1 (centres undefined)
  14-3-3 PPI: 3.6
CCCNC(=O)c1cc(SC)ccc1Cl
  14-3-3 PPI: 1.1
CCN1CCN(CCCNC(=O)COc2ccc3c(c2)C(=O)CC(C)(C)O3)CC1
  14-3-3 PPI: -7.2
Cc1ccc(C)c(NC(=O)CN(C)S(=O)(=O)c2ccc(F)cc2)c1
  14-3-3 PPI: 1.6

# The results go on.
molecule | 14-3-3 PPI
O=c1[nH]c2cc(NCCO)c([N+](=O)[O-])cc2[nH]1 | -5.8
CCC(=O)Nc1nc(C)c(-c2csc(Nc3ccccn3)n2)s1 | -7.0
CCC(Sc1nncn1C)C(=O)Nc1nnc(-c2ccc(Cl)cc2)s1 (centres undefined) | 3.2
CC(=O)Nc1ccc(Br)cc1C(=O)c1nnc(N)s1 | -8.2
COc1cc(C2C3=C(CCCC3=O)NC3=C2C(=O)CCC3)ccc1OCc1ccccc1F | -24.2
Cc1cc(=O)[nH]c(SCC(N)=O)n1 | -3.7
Cn1c(=O)c2c(nc(-n3ccnc3)n2Cc2ccc(Cl)cc2Cl)n(C)c1=O | -1.6
COc1ccc(C2C3=C(CC(C)(C)CC3=O)Nc3c2c(=O)[nH]c(=O)n3Cc2ccccc2)cc1OC (centres undefined) | -0.4
CCCCn1nc(CC(=O)O)c2ccccc2c1=O | -0.7
COc1nc(C#N)c(N2CCOCC2)o1 | -1.5
CCCCCCOc1ccc(OCC(O)CN2C(=O)NC(C)(C)C2=O)cc1 (centres undefined) | -2.7
CC1CCCCC12NC(=O)N(Cn1nnc3ccccc3c1=O)C2=O (centres undefined) | 1.6
O=C(O)c1ccc(Sc2ccccc2C(=O)O)c([N+](=O)[O-])c1 | 3.2
CN(C(=O)c1ccncc1)C1CC(C)(C)N(O)C(C)(C)C1 | -3.2
CCOC(=O)c1c(-c2cccs2)csc1NC(=O)CSc1nc(C)nc2sc3c(c12)CCCC3 | -68.2
COc1ccc(-c2nn(C)c(=O)c3ccccc23)cc1NC(=O)COc1ccc([N+](=O)[O-])cc1 | 0.6
CC(=O)N1CCc2cc(N=Cc3ccc(O)cc3)ccc21 | -2.9
Cn1c(C(=O)O)c(CC(=O)N2CCC(Cc3ccccc3)CC2)c2ccccc21 | -3.7
CC(C)Cn1cc(C(=O)N2CCN(c3ccc(F)cc3)CC2)c2c3ccccc3n(C)c2c1=O | -1.7
NC(=O)c1cccc(S(=O)(=O)N2CC(c3ccccc3)CC2=O)c1 (centres undefined) | -9.0
CC1CC(C)CN(C(=O)C2c3ccccc3C(=O)N3CCc4ccccc4C23)C1 (centres undefined) | -4.3
FC(F)(F)c1cccc(C2=Nn3c(nnc3-c3cccnc3)SC2)c1 | -8.6
Cc1occc1C(=O)Nc1nn[nH]n1 | -1.0&1.5
CN(C)S(=O)(=O)c1ccc(C(=O)Nc2nnc(-c3ccccc3)s2)cc1 | 6.9
COc1ccccc1Nc1nc(N)nc(CN2CCOCC2)n1 | -5.7
CCOc1ccc(C(=O)Nc2ccc3c(c2)C(=O)c2ccccc2C3=O)cc1Br | -14.4
CCC(=O)Nc1c2c(nn1-c1ccc(OC)cc1)CS(=O)C2 (centres undefined) | 4.1
CC(C)c1ccc(OCCCN2CCCC2)cc1 | -6.7
O=C(Nc1ccc(F)cc1F)N1CCN(C/C=C/c2ccccc2)CC1 | -7.1
CCc1c(-c2ccccc2)n(CCCO)c2nc3c(c(=O)n(C)c(=O)n3C)n12 | -2.4
O=[N+]([O-])c1cccc(S(=O)(=O)Nc2ccc(-c3cn4ccccc4n3)cc2)c1 | -9.0
Cc1sc2[nH]c(=O)[nH]c(=O)c2c1C | -6.4
COC(=O)Cc1c(C)nc2nc(-c3ccco3)[nH]n2c1=O | 3.8
Cn1c(Cn2c(=O)sc3ccccc32)nnc1SCC(=O)Nc1cccc(F)c1 | 4.0
CCOC(=O)NC(=O)CN1C(=O)NC(C)(c2ccccc2)C1=O (centres undefined) | 1.0
Cc1c(C(=O)OC(C)C)sc(NC(=O)C2c3ccccc3Oc3ccccc32)c1C(N)=O | -8.7
O=C(c1cccs1)N1CCN=C1SCc1ccccc1F | 2.8
O=C1CCCC2=C1C(c1ccc([N+](=O)[O-])cc1)c1c(nc(SCc3ccccc3F)[nH]c1=O)N2 (centres undefined) | -14.3
COc1cccc(-c2cc(C(F)(F)F)c3c(N)c(C(C)=O)sc3n2)c1 | -33.0
CCc1ccc(NC(=O)CSc2nc3ccsc3c(=O)n2Cc2ccccn2)cc1 | -6.2
O=C(C1CCCCC1)N1CCn2c(nc3ccccc32)C1 | 2.4
COc1cc(NC(=O)C23CC4CC(C2)CC(n2nnc(C)n2)(C4)C3)c(OC)cc1Cl | -1.4
Cc1coc(NC(=O)CSc2nc(-c3ccncc3)cc(C(F)(F)F)c2C#N)n1 | -6.3
COCCNC(=O)c1ccc(-n2c(SCc3ccncc3)nc3ccccc3c2=O)cc1 | -2.8
CN(C(=O)c1cccc(C#N)c1)c1nnc(-c2ccncc2)s1 | -1.5
CCCCCCSc1nnc2c(n1)OC(C)Nc1ccc(Br)cc1-2 (centres undefined) | -59.2
Cn1c(Cn2c(=O)sc3ccccc32)nnc1SCC(=O)Nc1cccc(Cl)c1 | 2.9
Cc1nc(-c2ccc(NS(C)(=O)=O)cc2)cs1 | -0.1
O=C(CSc1nn(-c2ccc(Cl)cc2)c(=S)s1)N1CCN(C(=O)c2ccco2)CC1 | -3.6
C=CCN(c1ccccc1)C(C(=O)NC1CCCC1)c1cc2c(cc1[N+](=O)[O-])OCO2 (centres undefined) | 0.6

# The results go on.
molecule | 14-3-3 PPI
FC(F)(F)c1ccc(CSc2ncnc3c2oc2ccccc23)cc1 | -3.9
CCN(CC)Cc1c(O)c(Cl)cc2c(C)cc(=O)oc12 | 63.4*
CC(=O)NC(c1ccccc1)c1cc([N+](=O)[O-])c2cccnc2c1O (centres undefined) | 1.5
Cn1c(=O)[nH]c(=O)c2nsnc21 | 0.3
CC(=O)Nc1c(Cl)n(C(C)=O)c2ccccc12 | -2.0
CC(=O)N1CCc2cc(S(=O)(=O)CCC(=O)N3CCN(c4ccccc4F)CC3)ccc21 | -2.1
O=C(c1cc(N2CCCCC2)nc2ccccc12)N1CCOCC1 | -6.0
Cc1cc2cc(CNC(=O)c3ccc(Br)o3)ccc2n1C | 0.5
Cc1ccc2c(CNCc3ccco3)cc(=O)oc2c1 | -8.7
COc1cc2c(cc1OC)C(COc1ccc3c(C)cc(=O)oc3c1)N(C(=O)Cc1cccc(C)c1)CC2 (centres undefined) | 1.8
COC(=O)COc1cccc(-n2cnnn2)c1 | 1.3
O=C(Cn1nc(-c2ccccc2)c2ccccc2c1=O)N1CCN(Cc2ccccc2)CC1 | -8.1
COc1cccc(C(=O)n2cnnc2N)c1OC | -4.2
C=CCN1CCN(C(CC(C)C)c2nnnn2CCOC)CC1 (centres undefined) | -0.3
Cc1ccc(NC(=O)c2cccc([N+](=O)[O-])c2)cc1C | 3.0
CC(C(=O)N1c2ccccc2C(C)(c2ccccc2)CC1(C)C)N1C(=O)C2CCCCC2C1=O (centres undefined) | -11.1
Cc1c(Cl)cccc1-n1sc2c(c1=S)-c1ccccc1NC2(C)C | -17.7
O=C(CC1Sc2ccccc2NC1=O)NCC1CCCO1 (centres undefined) | 4.3
COCCn1c(=O)[nH]c2cc(C(=O)Nc3ccc(C)c(C)c3)ccc2c1=O | -1.7
C=CCN(C(=O)Cn1c(=O)n(-c2ccc(Cl)cc2)c(=O)c2c(C)c(C)sc21)c1ccccc1 | -10.2
COC(=O)c1cn(-c2ccccc2)nc1C(=O)OC | 3.0
CC(C)(C)n1nc2c(c1NC(=O)C1CC1)CS(=O)(=O)C2 | -2.7
COC(=O)c1sc(NC(=O)c2ccc(OC)cc2OC)nc1C | 3.8
O=C(CSc1nc(O)cc(=O)[nH]1)Nc1cccc(F)c1 | -65.5
N#Cc1c(-c2ccccc2)cc(-c2cccs2)nc1S(=O)Cc1ccccc1 (centres undefined) | -23.8
CCCCNC(=O)c1c[nH]c2ccc(S(=O)(=O)Nc3ccc(OCC)cc3)cc2c1=O | -16.5
O=C(O)C(O)c1ccco1 (centres undefined) | -0.7&2.9
CCn1cc(C(=O)OCc2ccccc2Cl)c(=O)c2ccc(C)nc21 | 3.4
O=C(CCS(=O)(=O)c1cccc2nsnc12)N1CCN(c2ccccn2)CC1 | -4.9
COc1ccc(N2Cc3cccc(C(=O)Nc4ccccc4OC)c3C2=O)cc1 | -14.1
Cc1ccc2nc(S(=O)(=O)O)[nH]c2c1 | 6.4
N#Cc1c(N)c(C(=O)c2ccc(Br)cc2)n2c1CCC2 | -9.3
CCOc1cccc(C(=O)Nc2ccc(Cl)cn2)c1 | 2.1
CCOC(=O)C1C(=O)CC(=O)C(C(=O)OCC)C1c1ccc(OC)cc1 (centres undefined) | -6.1
Cc1nnsc1NC(=O)OCC(C)C | -3.2
CN(Cc1ccccc1)C(=O)CCS(=O)(=O)c1ccc(Br)cc1 | 0.3

# Source: PubChem
